Bioassay records (PubChem BioAssay)
EPAC1 antagonist: antagonists of human EPAC1 | O95398 | AID 720709 | Potency, µM (titrated, usually from 115 µM), for the others: at the highest dose activity change, negative = inhibition, usual class: inhibitors | EPAC1 GEF assay, Rap1b-BODIPY-GDP exchange fluorescence | 360,000 tested, 0.14% active;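 also: potency is read from the fitted curve at half-maximal effect; plate controls were vehicle for no effect and positive control for full effect; nearly all actives have a fitted effect of over 50% in size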
Target sequence (O95398 whole entry, looked up): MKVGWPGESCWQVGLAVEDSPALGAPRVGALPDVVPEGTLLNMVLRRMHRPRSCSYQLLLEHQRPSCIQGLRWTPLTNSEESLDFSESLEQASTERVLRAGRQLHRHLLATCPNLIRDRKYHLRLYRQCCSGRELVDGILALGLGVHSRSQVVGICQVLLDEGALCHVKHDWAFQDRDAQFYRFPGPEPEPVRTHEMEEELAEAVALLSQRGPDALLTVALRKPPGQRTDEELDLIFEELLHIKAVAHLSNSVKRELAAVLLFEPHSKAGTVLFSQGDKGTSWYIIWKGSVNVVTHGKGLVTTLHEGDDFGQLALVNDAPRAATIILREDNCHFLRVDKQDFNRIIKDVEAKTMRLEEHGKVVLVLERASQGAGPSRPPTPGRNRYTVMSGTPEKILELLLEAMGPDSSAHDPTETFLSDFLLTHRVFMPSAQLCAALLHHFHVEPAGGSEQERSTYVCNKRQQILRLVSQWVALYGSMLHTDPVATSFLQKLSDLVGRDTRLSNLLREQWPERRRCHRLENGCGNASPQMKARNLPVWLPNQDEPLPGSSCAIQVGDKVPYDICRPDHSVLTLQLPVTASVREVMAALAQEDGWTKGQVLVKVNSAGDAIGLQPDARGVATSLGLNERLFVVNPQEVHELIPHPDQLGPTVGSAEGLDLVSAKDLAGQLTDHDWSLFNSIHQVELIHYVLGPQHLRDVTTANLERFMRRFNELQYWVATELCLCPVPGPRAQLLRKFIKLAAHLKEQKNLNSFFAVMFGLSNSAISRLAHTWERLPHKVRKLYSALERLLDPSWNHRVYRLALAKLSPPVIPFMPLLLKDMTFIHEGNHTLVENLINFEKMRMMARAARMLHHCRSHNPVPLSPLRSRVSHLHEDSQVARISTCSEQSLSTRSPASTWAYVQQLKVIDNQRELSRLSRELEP
FUS suppressor: rescues growth of FUS-expressing yeast | 390,000 tested, 0.24% active | S. cerevisiae FUS-expressing, growth rescue, OD600, 24 h | Potency, µM (series often up to 76.6 µM), without a hit: top-dose growth rescue (activation), most hits filed as activators;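 also: potency is read from the fitted curve at half-maximal effect; plate controls were DMSO vehicle for no effect and reference control for full effect; nearly all actives have a fitted effect of over 55% in size; some results filed as inactive show a strong effect at the top dose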
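Quantitative HTS measuring growth restoration of FUS-toxic yeast. Galactose-induced cells (OD 0.005) were exposed 24hr at 30C to compounds at several concentrations, then absorbance at 600 nm was recorded.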
WRN inhibitor: blocks human WRN helicase | AID 651768 | WRN helicase unwinding, fluorescent forked duplex, kinetic | 360,000 tested, 0.46% active | Potency, µM (top dose mostly 114 µM), for the others: at the highest dose activity change, negative = inhibition, hits mostly inhibitors; also: potency is read from the fitted curve at half-maximal effect; % is scaled to controls: 0 for no effect and ±100 for the full control effect; nearly all actives have a fitted effect of over 55% in size
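WRN at 20 nM final preincubated with compound 15 min at room temperature; reaction started with 100 nM fluorophore/quencher forked duplex oligonucleotide and 2 mM ATP final. Unwinding followed kinetically by red fluorescence (ex 525, em 598 nm).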
PLK1 PBD inh: inhibitors of human PLK1 polo-box domain binding | Plk1 PBD binding of FITC phosphopeptide, fluorescence polarization | Potency, µM, for the others: max response, negative = inhibition, actives largely listed as inhibitors | AID 720504 | 360,000 tested, 2.8% active; also: potency is read from the fitted curve at half-maximal effect; series mostly up to about 57 µM; % is scaled to controls: 0 for no effect and ±100 for the full control effect; nearly all actives have a fitted effect of over 65% in size
PI5P4Ka inh: inhibitors of human PI5P4K alpha. P48426. PI5P4Kalpha enzyme, ADP-Glo luminescence, 60 min; active compounds read low. max response, %. 330,000 tested, 1.2% active; active = max response of -50% or lower; inconclusive = between -30% and -50%; inactive = -30% or higher; also: value at the top dose of about 77 µM; % is scaled to controls: 0 for no effect and ±100 for the full control effect
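Controls without substrate or without enzyme flank wells where PI5P4Kalpha converts substrate using 5 microM ATP (final). Incubation lasts 60 minutes at room temperature; ADP formed is read by ADP-Glo luminescence.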
Abeta rescue: compounds reversing amyloid beta toxicity in yeast | yeast expressing A-beta42, growth rescue, OD600, 48 h; response scale: 0% DMSO, 100% iron-clioquinol control | Potency, µM (top dose mostly 46.1 µM), inactives show at the top dose growth rescue, hits mostly activators | 410,000 tested, 0.063% active | AID 1347071; also: potency is read from the fitted curve at half-maximal effect; nearly all actives have a fitted effect of over 55% in size
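Yeast A-beta toxicity model in growth medium with pinned compounds, 48 h at 30 C; growth read as absorbance at 600 nm. Normalized to FeCl3/clioquinol equimolar mix (positive) and DMSO (negative).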
EPAC1 ag: EPAC1 (human) agonism. O95398. EPAC1 agonist qHTS, biochemical assay; response scale: 100% = response to 6.5 mM cAMP. Potency, µM (doses to about 154 µM), for the others: at the top dose activation, actives largely listed as activators. 360,000 tested, 0.073% active; also: potency is read from the fitted curve at half-maximal effect; nearly all actives have a fitted effect of over 60% in size
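Read-out is the fluorescence drop as BODIPY-GDP leaves Rap1B (480 nm excitation, 540 nm emission), recorded every 5 minutes over 30 minutes. Reactions held 100 nM EPAC1, 250 nM Rap1B–BODIPY-GDP and 50 uM GDP, with 6.5 mM cAMP setting full activation.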
IL2 activator: IL-2 activation; IL-2 activation reporter assay, cell-based qHTS; stimulated with anti-CD3/CD4/CD28 beads; in transgenic mouse T cells; activation, % (series mostly up to about 46 µM); 360,000 tested, 0.065% active; AID 652025; in the data active = activation above about 50%; inconclusive = mostly about 30% to 49%; also: 0% is about no effect
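Screening format: compound pinned onto unstimulated transgenic mouse T cells, 60 min incubation, then anti-CD3/anti-CD4/anti-CD28 bead stimulation for 18 hours at 37 degrees C, followed by EGFP and DsRed detection.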
The depositor's hits bear a star; ? = inconclusive; nt = no result given; & = joins results of further samples; [ ] = another dose, or the depositor's remark. Unless noted, calls follow the shape of the dose curve; as a rule, active = well fitted curve in the direction sought with a large enough effect; inconclusive = small, poorly fitted or top-dose-only effect, or another doubt; inactive = no such curve, though single readings can be large; an effect the other way counts as inactive or inconclusive.

Values run as follows: EPAC1 antagonist, FUS suppressor, WRN inhibitor, PLK1 PBD inh, PI5P4Ka inh, Abeta rescue, EPAC1 ag, IL2 activator
> Cc1cccc2c1NC(C)CC2C (stereo not drawn)
→ 11%, 7%, 4%, 3%, -3, 4%, -5%, 0.6
> C=CCn1c(SCCN2C(=O)c3ccccc3C2=O)nc2scc(-c3ccc(F)cc3)c2c1=O
→ 10%, -9%, 0%, 3%, -4, 6%, 8%, 3.1
> CC(=O)Nc1c(C(N)=O)oc2ccc(Cl)cc12
→ -6%, -20%, 3%, -12%, 1, 0%, 2%, 0.0
> CCc1ccccc1NC(=O)CN(C1CCCCC1)S(C)(=O)=O
→ 0%, 8%, -19%, -7%, -4, 12%, -3%, 1.1
> O=C(O)c1cnn(-c2ccccc2)c1-n1cccc1
→ 4%, -17%, 2%, 2%, 4, -2%, -2%, -0.9
> OC(CN1CCN(Cc2ccccc2)CC1)c1ccccc1 (stereo not drawn)
→ -14%, -14%, -4%, -2%, -2, -7%, -7%, -3.0
> Cc1ccccc1-c1noc(CCC(=O)NC2CCCCC2)n1
→ 9%, 7%, 11%, -9%, -3, 6%, 5%, 0.4
> COc1ccc(NC(=O)Cn2nnc(C(=O)NCc3cccc(OC)c3)c2N)cc1
→ -8%, 37%, -2%, -7%, -2, 21%, 1%, -0.6
> N#CC12CCCCC1CC1CCCCC1(C#N)N2CCO (stereo not drawn)
→ 7%, -19%, 10%, -5%, -1, -10%, 9%, 0.2
> COc1ccc(NC(=O)CCC(=O)c2cc(C)sc2C)cc1
→ -17%, 18%, -24%, -6%, -6, 18%, -8%, 0.9
> Cc1cc(C(F)F)n2nc(C(=O)Nc3ccc(S(=O)(=O)NC45CC6CC(CC(C6)C4)C5)cc3)nc2n1
→ -9%, ?, -14%, -5%, nt, -16%, 6%, 0.8
> COc1ccc(C(NC(=O)C2CCN(Cc3ccc(Oc4ccccc4)cc3)CC2)c2ccccn2)cc1 (stereo not drawn)
→ -15%, 12%, -6%, -5%, -1, 19%, 14%, -0.8
> C/C(Sc1nnc(Cc2ccccc2)o1)=C(\O)c1ccccc1
→ -1%, -1%, 3%, 0%, 7, 10%, -2%, 0.1
> CCCC(=O)c1cc(F)c(N2CCOCC2)cc1C
→ 3%, -5%, -5%, 24µM*, nt, 11%, 9%, -0.1
> Cc1nc2ccc(NC(=O)c3ccc(F)c(S(=O)(=O)N4CCOCC4)c3)cc2s1
→ -5%, -3%, -5%, -2%, -3, 18%, -4%, -2.2
> O=S(=O)(Cc1ccco1)Cc1nc(-c2ccc(Cl)cc2)cs1
→ -5%, 13%, 5%, -8%, 0, 3%, 5%, -4.4
> COc1ccc(C(=O)COC(=O)c2c(C)noc2C)cc1Cl
→ -9%, -13%, 4%, -4%, 0, -2%, -1%, 0.3
> CCCCCCC(C)n1cc(C(C)=O)c(=O)n(C)c1=O (stereo not drawn)
→ 19%, 1%, 6%, -3%, -7, 3%, -2%, -4.2
> Cc1ccc(Cl)cc1N1CCN(CC(=O)Nc2ccc3[nH]c(=O)[nH]c3c2)CC1
→ 5%, 23%, -3%, -13%, nt, -3%, 9%, 0.2
> Cc1nn2cc(-c3cccc(Cl)c3)cnc2c1Br
→ -4%, 16%, 7%, -11%, 2, -36%, 10%, -4.3

Remaining list, next part.
Values run as follows: EPAC1 antagonist, FUS suppressor, WRN inhibitor, PLK1 PBD inh, PI5P4Ka inh, Abeta rescue, EPAC1 ag, IL2 activator
> CN(C)c1ccc(C(CNC(=O)COc2ccc(Cl)cc2)N2CCCC2)cc1 (stereo not drawn)
→ -6%, -8%, -8%, 4%, 4, -17%, 6%, -0.7
> COc1cccc(/C=N/n2nnnc2N)c1OCC#N
→ -9%, 14%, -1%, 0%, -2, -1%, -2%, -0.2
> Cc1cc(C(=O)N2CCCC(N3CCN(c4ccccc4C)CC3)C2)no1 (stereo not drawn)
→ -8%, -14%, -6%, -1%, 0, -1%, 9%, -2.9
> COc1cc(/C=N/NC(=O)c2ccc(NC(=O)C3CCCCC3)cc2)ccc1O
→ -11%, -7%, -4%, -3%, -10, 14%, 0%, 0.3
> COc1ccc(C(=O)Nn2c(CCC(=O)O)ccc2-c2ccc(C)cc2)cc1OC
→ -2%, 20%, -29%, 21µM*, ?, -7%, -2%, 0.3
> Cc1ccc(-c2noc(CN(C(=O)c3cccs3)C(C)C)n2)cc1
→ 2%, 32%, -5%, 2%, nt, -5%, 4%, 0.2
> O=C(COC(=O)c1cncc(Br)c1)NCc1ccc(Cl)cc1
→ -1%, 15%, -2%, 2%, 0, -2%, -9%, 1.4
> COCCCn1cc(CN2CC(N3CCN(C4CCN(C)CC4)CC3)CS2(=O)=O)nn1 (stereo not drawn)
→ -2%, -11%, 5%, -3%, 1, -12%, -4%, -0.2
> c1ccc(OCc2nnc3n2N=C(c2ccccc2)CS3)cc1
→ 13%, 7%, 6%, 7.5µM*, -23, -4%, -1%, -1.3
> O=C1c2ccccc2C(=O)N1c1cccc2cccnc12
→ -5%, nt, -17%, -3%, -4, -34%[inhibitor], 5%, -4.6
> COc1ccc(CNC(=O)CCCn2nc(C)c([N+](=O)[O-])c2C)cc1OC
→ -4%, 0%, -30%, -15%, ?, -7%, 9%, 0.6
> NC(=O)c1ncn([C@@H]2O[C@H](CNCc3cnc(N4CCOCC4)nc3)[C@@H](O)[C@H]2O)n1
→ -2%, -35%, 5%, -4%, 0, 10%, -14%, -0.5
> c1ccc(OCCN2CCOCC2)cc1
→ 4%, -20%, 8%, 1%, 0, -16%, 0%, 0.3
> CC1CCCN(c2ccc(C(=O)NCc3ccco3)cc2[N+](=O)[O-])C1 (stereo not drawn)
→ -6%, 9%, -8%, 0%, -3, 21%, 7%, 0.7
> COc1ccc(-n2nc3cc(C)c(N)cc3n2)cc1Cl
→ -8%, 8%, -1%, -12%, -18, -6%, -10%, -0.1
> O=C(CCC(=O)c1cccs1)NNC(=O)c1ccc(Cl)cc1
→ 10%, 44%, 10%, -3%, -3, -11%, -3%, -0.3
> CC(C)(C)c1ccc(C(=O)Nc2ccc(N3CCOCC3)cc2)cc1
→ -1%, -2%, -8%, -4%, nt, 2%, -2%, 4.8
> CC(NC(=O)Cn1cc(Br)c([N+](=O)[O-])n1)c1ccccc1 (stereo not drawn)
→ 3%, -14%, 4%, -9%, -7, -7%, 2%, 1.2
> COc1ccc(C(=O)/C=C/c2cn(CC(O)CN3CCOCC3)c3ccccc23)cc1 (stereo not drawn)
→ -19%, 24%, -3%, 17%, 8, -9%, -4%, -2.5
> Cc1cc2c(cc(C(=O)OC(C)C(=O)NCc3ccccc3)n2C)o1 (stereo not drawn)
→ -17%, -7%, 7%, -7%, 1, -1%, -10%, -2.2

Quoted at random: two compounds from above
Values run as follows: EPAC1 antagonist, FUS suppressor, WRN inhibitor, PLK1 PBD inh, PI5P4Ka inh, Abeta rescue, EPAC1 ag, IL2 activator
> COc1cc(/C=N/NC(=O)c2ccc(NC(=O)C3CCCCC3)cc2)ccc1O
→ -11%, -7%, -4%, -3%, -10, 14%, 0%, 0.3
> O=C(CCC(=O)c1cccs1)NNC(=O)c1ccc(Cl)cc1
→ 10%, 44%, 10%, -3%, -3, -11%, -3%, -0.3

Record cards, from the list above. Order of screens: EPAC1 antagonist, FUS suppressor, WRN inhibitor, PLK1 PBD inh, PI5P4Ka inh, Abeta rescue, EPAC1 ag, IL2 activator
Entry for C=CCn1c(SCCN2C(=O)c3ccccc3C2=O)nc2scc(-c3ccc(F)cc3)c2c1=O : 10%, -9%, 0%, 3%, -4, 6%, 8%, 3.1
Entry for Cc1cc(C(F)F)n2nc(C(=O)Nc3ccc(S(=O)(=O)NC45CC6CC(CC(C6)C4)C5)cc3)nc2n1 : -9%, ?, -14%, -5%, nt, -16%, 6%, 0.8

Later entries:
Values run as follows: EPAC1 antagonist, FUS suppressor, WRN inhibitor, PLK1 PBD inh, PI5P4Ka inh, Abeta rescue, EPAC1 ag, IL2 activator
> CCN(c1ccccc1)S(=O)(=O)c1nnc(NC(=O)CC(C)C)s1
→ 5%, 3%, 12%, -10%, -4, -22%, 8%, -2.8
> CCCCCCC(=O)N(O)C1CC(=O)N(c2ccc(C)cc2)C1=O (stereo not drawn)
→ -3%, ?, -4%, 27µM*, -11, -96%[inhibitor], -1%, -1.6
> Cc1cccc(C(=O)OC2CCCN(C)C2)c1C (stereo not drawn)
→ 5%, 26%, 3%, -1%, 3, -28%, -11%, -4.5
> COC(=O)/C(=N/Nc1ccccc1C)N1CCCc2ccccc21
→ -5%, nt, -26%, -6%, 12, 7%, 24%, -2.9
> CCn1c(SCC(=O)Nc2ccc(NC(C)=O)cc2)nc2c1c(=O)n(C)c(=O)n2C
→ 5%, 4%, 11%, -12%, -2, 0%, 7%, 0.1
> COc1ccccc1N1CCN(C(=O)c2nn(C)c3c2CS(=O)(=O)c2ccccc2-3)CC1
→ 5%, 6%&4%, 4%, -4%, -5, -8%&-1%, 1%, -2.7
> COc1cccc(OC)c1OCCCc1c(C)n[nH]c1C
→ 5%, 15%, 5%, 2%, 4, 2%, 3%, -3.6
> COc1ccc(C(=O)OCC#CCSc2nnc(-c3cccc4ccccc34)o2)cc1
→ -7%, -26%, nt, nt, nt, -26%, -10%, 0.0
> COC(=O)c1scc(S(=O)(=O)C(C)(C)C)c1-n1cccc1
→ -15%, 50%, -8%, -10%, -2, -19%, -4%, 0.1
> Cc1cc(Br)ccc1NC(=O)CN(C)C(=O)C1CCN(C(=O)c2ccc(Cl)cc2)CC1
→ 13%, 12%, -1%, 0%, -8, -18%, -6%, -0.3
> COC(=O)c1ccccc1-n1c(CCC(=O)O)ccc1-c1ccc(F)cc1
→ 23%, 16%, 6%, -1%, 2, 2%, 0%, -1.3
> Cc1ccc(-n2nc3c(=O)n(C(C)C(=O)NCc4ccc5c(c4)OCO5)nc(C)c3c2C)cc1 (stereo not drawn)
→ 6%, 37%, -9%, -18%, 1, 4%, 8%, -6.4
> COC(=O)COc1ccc(=O)n(-c2ccccc2)n1
→ 6%, 19%, -3%[57.1 µM], -1%, 0, 9%, -3%, -0.9
> CCCc1nnc(SCC(=O)N2CCCCC2)n1CCCOC
→ 4%, -4%, 10%, 1%, -5, 10%, -5%, -3.6
> Cc1cc2cc(CN(C(=O)C3CC3)C3CCCC3)c3nnnn3c2cc1C
→ 5%, 16%, 2%, -6%, -9, -2%, 6%, -2.7
> COc1ccccc1OCc1cc(C(=O)N(C)CCC2CCOCC2)no1
→ -1%, 8%, -2%, -3%, 7, -1%, -10%, 0.1
> CCOC(=O)N1CCN(C(=O)CSC2=NS(=O)(=O)c3ccccc3N2)CC1
→ -2%, 22%, -5%, -13%, -1, 2%, 2%, -1.0
